bCat nuc transl = alters nuclear translocation of beta-catenin in HeLa cells; nuclear translocation activity, % at 5 µM; hit rate 0.3% among 190,000; immunofluorescence imaging;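 active = nuclear translocation activity above 50% at 5 µM, with a well cell count of 50 or more; inconclusive = wells under 50 cells across six images, flagged as toxic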;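 note: per-cell ratio of nuclear to cytoplasmic median beta-catenin stain intensity; plate controls were DMSO negative control for no effect and GSK-3 inhibitor IX positive control for full effect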
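Test system: HeLa cells, endogenous beta-catenin; Compound: single 5 µM dose plus 0.02–20 µM confirmation series; Times: compound exposure 24 h at 37°C; Signal: fluorescence imaging of beta-catenin antibody stain plus DAPI; Read-out: % activation, nuclear-to-cytoplasmic median beta-catenin signal ratio per cell.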
Insulin prom up = MIN6 insulin promoter up-regulation. AID 1625. MIN6 insulin promoter-GFP reporter, high-content imaging; hits give high values. hit rate 0.3% among 190,000. z-score at 5 µM;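 active = z-score above 3 at 5 µM with at least 500 cells counted in the well; inconclusive = wells under 500 cells, flagged as cytotoxic or low count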
T cell modulator = T cell immune modulation candidate; AID 2052; hit rate 0.068% among 330,000; 2C CD8+ T cell-vesicle binding, flow cytometry; hits give low values; calls only at 7 µM;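 active = response, share of CD8 T cells binding vesicles, and their 90th percentile fluorescence all below set limits, cut at about 80% in these data, passing the limit was not always enough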
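Also added: QL9-peptide-loaded Drosophila micro-vesicles bearing Ld, ICAM-1 and B7-1; Test system: purified 2C TCR transgenic mouse naive CD8+ T cells; Measured by: cytometric PE anti-B7-1 and Alexa647 anti-CD8 signals after 1% paraformaldehyde fixation; Timing: binding step 1.5 h, 37 °C, antibody labelling 20 min, ice.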
PMI inhibitors = MPI enzyme activity inhibition – biochemical, fluorescence intensity, coupled assay, primary screen (AID 1209); hit rate 0.42% among 190,000; inhibition, % at 20 µM, or IC50 in µM where a hit was titrated; purified PMI enzyme, coupled fluorescence intensity; higher % means a stronger effect; in the data active = inhibition above about 50%;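 note: plate controls were DMSO vehicle for no effect and wells lacking substrate for full effect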
Myeloid diff 2 = compounds promoting myeloid differentiation | ER-HoxA9 myeloid progenitors, lysozyme-GFP differentiation, flow cytometry | calls only at 10 µM | hit rate 1% among 360,000 | AID 624256;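 active = normalized GFP-positive differentiation at or above the plate's own cutoff, the solvent-only control mean plus 3 SD; inconclusive = no clear call, values can overlap the other calls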;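 note: cells exposed to compound for four days before flow analysis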
Hep lipid drop = hepatic lipid droplet formation modulation; AML12 mouse hepatocytes, oleate lipid droplets, BODIPY imaging; AID 1656; hit rate 0.4% among 240,000; inhibition, % at 6.5 µM;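 active = lipid droplet intensity inhibited by at least 50%, with more than 500 cells counted; inconclusive = wells with under 300 cells, treated as cytotoxic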
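Test system: AML12 mouse liver cells; schedule: overnight exposure; technique: high-content imaging of BODIPY-stained droplets and DAPI nuclei; read-out: % inhibition of corrected integrated BODIPY droplet signal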
Dynein transport = dynein cargo transport inhibition | AID 1381 | z-score, hits read low | hit rate 0.47% among 220,000 | 3617.4 mouse cells, GR-EGFP nuclear translocation imaging; test concentration mostly 20 µM; stimulated with dexamethasone, 1 µM; hits give low values;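 active = plate z-score of nuclear minus cytoplasmic receptor signal below a set negative limit, without overly bright fluorescence or cell loss, cut at about -3.5 in these data, passing the limit was not always enough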;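 note: z-score of nuclear minus cytoplasmic ring GR-EGFP intensity difference per well; some compounds called inactive have numbers as strong as hits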
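Buffer or medium: tet-free, stripped-serum medium; reagent: dexamethasone at 1.0 µM final, 30 min; incubation: 48 h induction, 1 h compound, 30 min dex at 37 °C; measured by: formaldehyde fixation, Hoechst nuclear stain, 10x automated fluorescence imaging; read-out: nuclear-to-cytoplasmic GR-EGFP distribution per well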
TNAP activation fold = stimulation of alkaline phosphatase TNAP activity – biochemical, luminescent, no phosphate acceptor, uHTS, primary screen (AID 1001); purified TNAP, luminescent activation assay, no phosphate acceptor; higher activation fold means a stronger effect; hit rate 0.03% among 200,000; activation fold at 20 µM; hits with a dose series show EC50 in µM; in the data active = activation fold from about 3, or a potency from the dose series; inactive = the rest, 99 in 100 with activation fold below about 1.6; note: many of its hits are not listed in these tables
MT stabilizer = microtubule stabilization, imaging screen | hit rate 0.83% among 200,000 | HeLa tubulin immunostaining HCS, 24 h; share of cells brighter than vehicle mean+2SD | AID 2205 | % tubulin-high responders, % at 10 µM;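 active = plate Z-score above 3 for both tubulin-high and condensed-nucleus cell shares, with cell loss under 80%, at 10 µM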;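 note: anti alpha tubulin signal scored within the nucleus-defined area of each cell; some results filed as inactive read as strong as hits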
Dynein transport cytoplasmic EGFP = also measured in Dynein transport; calls as there; z-score; measured here: cytoplasmic GR-EGFP intensity; hits give high values
Dynein transport nuclear GR-EGFP = further read-out of Dynein transport, marked with its call; z-score; measured here: nuclear GR-EGFP intensity;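 lower value marks the stronger effect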
Dynein transport cell count = second read-out of Dynein transport, no call of its own (marks repeat the call); z-score; measured here: cell count per field
Insulin prom up cell count = recorded beside Insulin prom up, whose call it bears; cell count; measured here: cytotoxicity, nuclei count;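 total cells summed across four imaged fields per well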
Hep lipid drop cells 6.5 µM = recorded beside Hep lipid drop, whose call it bears; cell count; measured here: cell count, cytotoxicity flag;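 cells counted across two imaged fields per well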
bCat nuc transl cell count 5 µM = second read-out of bCat nuc transl, no call of its own (marks repeat the call); cell count; measured here: cell count, cytotoxicity flag
T cell modulator vesicle-bound % = recorded beside T cell modulator, whose call it bears; double positive events, %; measured here: CD8+ vesicle-bound cell fraction;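 binding gate set so that unloaded-vesicle control wells show 10% double positive cells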
MT stabilizer Hoechst-high % = further read-out of MT stabilizer, marked with its call; % Hoechst-high responders; measured here: nuclear condensation Hoechst responders;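 share of cells brighter than vehicle mean plus two SD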
MT stabilizer cytotoxicity % = second read-out of MT stabilizer, no call of its own (marks repeat the call); toxicity, %; measured here: cytotoxicity by cell density;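 0% = mean cell density of plate MIN control wells and 100% = no cells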
Myeloid diff 2 GFP+ MAC1+ % = further read-out of Myeloid diff 2, marked with its call; GFP+ MAC1+ double positive, %; measured here: differentiation confirmed by MAC1 staining
Active calls of the source: *; i = inactive; ? = inconclusive; nt = not tested or not shown.

Values run as follows: MT stabilizer cytotoxicity % | Dynein transport nuclear GR-EGFP | Dynein transport cytoplasmic EGFP | Insulin prom up | Dynein transport cell count | TNAP activation fold | Myeloid diff 2 | Myeloid diff 2 GFP+ MAC1+ % | PMI inhibitors | Dynein transport | bCat nuc transl | MT stabilizer Hoechst-high % | T cell modulator vesicle-bound % | Hep lipid drop | bCat nuc transl cell count 5 µM | Hep lipid drop cells 6.5 µM | MT stabilizer | T cell modulator | Insulin prom up cell count
(1) C/[N+]([O-])=C/c1c(OCc2ccc(Cl)cc2Cl)ccc2ccccc12
    4.7 | 0.77 | 0.14 | nt | -0.84 | 1.1 | i | 0.1 | 2% | 0.84 | 0.9 | 1.6 | 49 | -1 | 1476 | 562 | 1.8 | i | nt
(2) O=C(O)CN(Cc1ccccc1)S(=O)(=O)c1ccc2c(c1)OCCO2
    4.4 | 0.23 | -0.31 | nt | 0.038 | 1 | i | 0.3 | 4% | -0.4 | 1.1 | 0.5 | 45 | -17 | 994 | 733 | 1.8 | i | nt
(3) O=C(NC1CC2CCCC(C1)N2S(=O)(=O)c1ccccc1)c1ccccc1 (stereo not drawn)
    4.2 | 0.56 | -0.073 | -0.1 | -1.4 | 1.1 | i | 1.3 | 2% | 0.26 | -3.1 | 2.1 | 6 | nt | 898 | nt | 3.1 | i | 1297
(4) Cc1cccc(-n2nc(C(=O)Nc3ccccc3)n3c(=O)cc(-c4ccccc4)nc23)c1
    5.3 | 0.44 | -0.13 | -0.97 | -0.4 | 1 | nt | nt | 6% | -0.36 | 1.0 | 1.3 | 37 | -14 | 1169 | 729 | 1.5 | i | 891
(5) COc1cccc2c1C(=O)c1c(O)c3c(c(O)c1C2=O)C[C@@](O)(C(=O)CO)C[C@@H]3O[C@H]1C[C@H](N)[C@H](O)[C@H](C)O1
    82 | 5.2 | 0.015 | nt | -0.17 | 1.2 | ? | nt | 0% | 9.6 | ? | 0.0 | nt | ? | nt | nt | 81 | nt | nt
(6) O=C(O)/C=C/c1cn(Cc2ccccc2)nc1-c1ccc(Cl)cc1
    4.7 | -0.92 | 1.5 | 0.41 | 0.52 | 1.1 | i | 0.8 | -11% | -2.1 | -0.5 | 1.7 | 15 | -4 | 1020 | 684 | 2.2 | i | 1249
(7) CCn1c(COc2cccc3cccnc23)nnc1SCC(=O)OC
    0.9 | 0.79 | 0.37 | 1.1 | -1.2 | 1.1 | i | 0.0 | -8% | 0.039 | 0.5 | 2.1 | 43 | 14 | 926 | 663 | 1.8 | i | 1539
(8) CCn1c(SCC(=O)Nc2ccccc2OC)nc(O)cc1=O
    nt | 1.2 | -0.13 | 0.56 | -1 | nt | i | 0.5 | nt | 1.3 | -0.9 | nt | 40 | 19 | 1250 | 765 | nt | i | 1038
(9) CCn1c(SCc2nc3ccccc3nc2C)nnc1-c1cccs1
    0.3 | -0.1 | -0.21 | -0.01 | 0.53 | 1.1 | i | 0.6 | 3% | -0.74 | -4.3 | 2.1 | 35 | nt | 996 | nt | 2.1 | i | 1371
(10) CSc1nc(Cl)c(Cc2ccc(OC(C)C)cc2)c(N2CCOCC2)n1
    10.0 | 0.77 | 0.19 | -1.1 | 0.71 | 1 | i | 0.4 | 11% | -0.035 | 1.9 | 1.4 | 41 | nt | 1320 | nt | 2.7 | i | 1196
(11) CNC(=S)Nc1ccc(C23CC4CC(CC(C4)C2)C3)cc1
    7.4 | -0.43 | 0.2 | -0.21 | 0.28 | 1.1 | i | 1.2 | 10% | -0.64 | -0.5 | 3.1 | 57 | 11 | 1182 | 718 | 3.8 | i | 1405
(12) CCCc1[nH]nc2c1C(c1ccc(OC(=O)N3CCOCC3)c(OC)c1)C(C#N)=C(N)O2 (stereo not drawn)
    3.0 | 0.28 | -0.3 | 0.14 | 0.13 | 1.1 | i | 2.3 | 19% | 0.85 | -1.0 | 2.5 | 31 | -14 | 1121 | 609 | 3.5 | i | 1904
(13) CCc1cc2c3c(c1)C(C)CC(C)(C)N3C(=O)C2=O (stereo not drawn)
    6.3 | 0.52 | -0.18 | -0.28 | -1.4 | 1.1 | i | 1.1 | 14% | 0.68 | 2.5 | 4.5 | 62 | -2 | 1114 | 569 | 8.1 | i | 1219
(14) O=C(Nc1ccc(Cl)cc1)c1ccc2c(c1)OCO2
    3.2 | -0.77 | -0.22 | 0.82 | -0.35 | 1.1 | i | 0.7 | 11% | -1.4 | -0.8 | 1.8 | 40 | 1 | 1157 | 767 | 1.0 | i | 1371
(15) Cc1ccccc1OCCNc1cc(N2CCNCC2)ccc1[N+](=O)[O-]
    7.7 | 3.5 | 0.81 | -1 | -3.6 | 0.9 | nt | nt | 12% | 4.3 | 2.4 | 6.8 | 45 | -4 | 864 | 740 | 12 | i | 1299
(16) CC(C)CN(CC(C)C)CC(O)COc1ccccc1Br (stereo not drawn)
    5.2 | -0.35 | 0.5 | -0.12 | -0.41 | 1 | i | 0.5 | 1% | -0.31 | -3.4 | 2.1 | 53 | -14 | 551 | 648 | 2.0 | i | 1261
(17) COc1cccc(CNC(=O)CCC2CCCN(C(=O)C3=CC(=O)CC(C)(C)O3)C2)c1 (stereo not drawn)
    5.1 | -0.082 | -0.25 | 0.83 | 0.92 | 1.1 | i | 0.5 | -5% | -0.46 | -0.9 | 0.9 | 33 | 2 | 1551 | 714 | 1.4 | i | 1705
(18) Cn1c(C2=C(O)CN(Cc3ccccc3)C2=N)nc2ccccc21
    nt | -0.075 | -0.27 | -0.56 | 0.38 | nt | i | 0.6 | nt | 0.43 | -0.5 | nt | 39 | -6 | 1305 | 676 | nt | i | 1513
(19) N#Cc1cc2c(=O)n3ccccc3nc2n(CCCN2CCOCC2)c1=O
    7.1 | -0.36 | -0.15 | 0.22 | 0.19 | 1.1 | i | 1.2 | 13% | -1.3 | -1.1 | 2.1 | 4 | nt | 1109 | nt | 2.7 | i | 1382
(20) COC(=O)C1CCN(C(=O)CN2C(=O)NC(CCc3ccccc3)C2=O)CC1 (stereo not drawn)
    14 | 0.49 | -0.23 | -0.16 | 0.3 | 1.1 | i | 0.5 | 11% | -0.33 | -1.1 | 2.0 | 55 | 12 | 1141 | 796 | 2.2 | i | 1324
(21) Cc1ccc(NC(=O)NC(=O)N(c2ccccc2)S(C)(=O)=O)cc1
    6.2 | -0.22 | -0.2 | 0.05 | 1.5 | 1.1 | i | 0.4 | 10% | -1 | -1.8 | 1.3 | 46 | nt | 982 | nt | 1.6 | i | 1502
(22) COc1ccc(-c2nn(-c3ccccc3)cc2/C=N/NC(=O)c2ccc3c(c2)OCO3)cc1
    6.9 | 0.47 | -0.17 | -0.28 | 0.19 | 1.1 | nt | nt | 5% | -0.44 | 0.2 | 1.8 | 55 | nt | 1284 | nt | 2.7 | i | 1474
(23) CCOC(=O)c1c(C)n(C)c2ccc(OCC(O)Cn3nc(C)cc3C)cc12 (stereo not drawn)
    2.9 | -0.045 | 0.17 | -0.1 | 1.1 | 1 | i | 1.0 | 10% | -0.021 | nt | 1.7 | 11 | -15 | nt | 698 | 1.8 | i | 1292
(24) O=C1C2C3C=CC(C3)C2C(=O)N1Cc1cccnc1 (stereo not drawn)
    10.0 | -0.37 | -0.18 | 0.28 | 0.62 | 1.1 | i | 0.9 | -7% | -0.55 | -4.3 | 1.8 | 55 | nt | 1082 | nt | 1.0 | i | 1437
(25) CC1=C/C(=N\OS(=O)(=O)c2ccccc2)C=CC1=O
    7.2 | -2.7* | 1.3* | ? | -1.1* | 1.1 | i | 0.7 | 96%* | -4.5* | 4.5 | 2.0 | 37 | -17 | 1114 | 700 | 3.5 | i | nt
(26) Cc1nn2c3c(cnc2c1-c1ccccc1)C(=O)CC(c1ccccc1)C3 (stereo not drawn)
    9.1 | -0.41 | -0.08 | nt | -0.83 | 1.1 | i | 7.4 | 0% | 0.0084 | nt | 1.9 | 19 | nt | nt | nt | 2.8 | i | nt
(27) CC(=O)N(Cc1ccccc1)Cc1nc2sc(C)c(C)c2c(=O)[nH]1
    8.3 | 0.49 | -0.22 | 1.3 | 0.21 | 1.1 | i | 0.2 | 6% | -0.04 | -0.1 | 1.1 | 27 | -9 | 990 | 679 | 1.5 | i | 1452
(28) Cn1c(=O)c2c(nc(CN3CCOCC3)n2CCCc2ccccc2)n(C)c1=O
    4.3 | -0.5 | -0.19 | 0.27 | 0.092 | 1.1 | i | 0.5 | 3% | -0.83 | 1.8 | 2.6 | 12 | 7 | 1023 | 748 | 4.5 | i | 1126
(29) COc1cc2[nH]c(=O)n(C3CCCCC3)c(=O)c2cc1OC
    1.7 | -0.79 | -0.0056 | -0.77 | 0.69 | 1.1 | i | 0.6 | 3% | -1.3 | 1.2 | 2.3 | 36 | 20 | 1180 | 712 | 3.2 | i | 951
(30) COc1cc2c(cc1OC)C(C)N(C(=O)c1c(-c3ccccc3)noc1C)CC2 (stereo not drawn)
    nt | -0.16 | -0.26 | -0.13 | 0.92 | nt | i | 0.7 | nt | -1.6 | 0.6 | nt | 35 | -12 | 1221 | 667 | nt | i | 987

An unsorted share of the library. About 3% of those tested had a hit in this group.
